High-throughput results as filed in PubChem.
rCAG RNA binder: binders of r(CAG) RNA repeats, primary screen, biochemical, fluorescence; r(CAG) RNA repeat, TO-PRO-1 dye displacement fluorescence; inhibition, % at 3 µM; 370,000 compounds, 1.3% hits; AID 651821, 2012;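 active means inhibition above the plate cutoff, the mean of all test compounds on that plate plus 3 SD, cut at about 35% in these data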;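 further: 0% = DMSO alone and 100% = 100 µM mitoxantrone as full dye displacement; higher means more dye released from RNA so lower well fluorescence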
SIAE primary: human SIAE inhibitors, primary screen, biochemical, fluorescence polarization, FP-Rh probe, 1536-well HTS; Sialate O-acetylesterase (Homo sapiens), Q9HAT2; SIAE FP-Rh probe binding; inhibition, % at 9.66 µM; 370,000 compounds, 0.69% hits; AID 1053197, 2014;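 active means inhibition above a cutoff: mean of compounds within the control limits plus 3 SD of those, cut at about 17% in these data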;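 further: 0% = plate median of compound wells and 100% = probe without SIAE protein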
NPR2 activator: human GC-B receptor activators, primary screen, HEK293 GC-B cells, cGMP TR-FRET, EC30 CNP | 370,000 compounds, 0.11% hits | 0% at EC30 CNP, 100% saturating CNP | activation, % at 10 µM | Atrial natriuretic peptide receptor 2 (Homo sapiens), P20594;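 active means activation at 10 µM reaching about 35% in either raw or pattern-adjusted values, limit read from the data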
PRMT1 FP inh: PRMT1 methyltransferase inhibitors, primary screen, biochemical, fluorescence polarization. Protein arginine N-methyltransferase 1 (Homo sapiens), Q99873. recombinant PRMT1, activity-based probe fluorescence polarization. inhibition, % at 2.79 µM. 370,000 compounds, 1.3% hits. AID 652257, 2013;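 active means inhibition above about 21% made by adding two undisclosed values, limit read from the data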
HTRA1 inh: HTRA1 serine protease inhibitors, primary screen, biochemical, fluorescence polarization, HTS | recombinant HTRA1, FP-rhodamine activity-based probe | inhibition, % at 5.96 µM | 340,000 compounds, 0.5% hits | AID 504803, 2011; in the data active means inhibition above about 36%;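 further: 0% = enzyme with DMSO and 100% = wells lacking enzyme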
Target sequence (Q92743 whole entry, looked up): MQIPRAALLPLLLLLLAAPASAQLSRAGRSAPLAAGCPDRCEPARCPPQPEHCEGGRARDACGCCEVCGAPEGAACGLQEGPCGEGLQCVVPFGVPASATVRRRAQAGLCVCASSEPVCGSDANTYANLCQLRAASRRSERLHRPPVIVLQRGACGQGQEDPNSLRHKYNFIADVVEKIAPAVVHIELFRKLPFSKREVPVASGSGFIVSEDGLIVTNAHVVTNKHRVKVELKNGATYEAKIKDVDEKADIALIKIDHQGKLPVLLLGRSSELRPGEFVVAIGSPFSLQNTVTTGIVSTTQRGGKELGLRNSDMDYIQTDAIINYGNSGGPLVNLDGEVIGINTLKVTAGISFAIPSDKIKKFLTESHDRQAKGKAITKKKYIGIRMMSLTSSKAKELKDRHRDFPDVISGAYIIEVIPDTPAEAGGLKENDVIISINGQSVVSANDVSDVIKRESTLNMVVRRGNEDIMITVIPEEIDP
TCR-CD3 inh: inhibitors of human TCR-CD3 interaction, primary screen, biochemical, fluorescence, TAMRA-labeled TCR probe | T-cell receptor (TCR) | inhibition, % at 9.4 µM | 360,000 compounds, 0.37% hits; in the data active means inhibition above about 19%;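 further: recombinant mutant TCR 2C K166C tagged with TAMRA read by polarization; 0% = receptor in buffer alone and 100% = receptor with positive control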
TDP2 inh: human TDP2 enzyme inhibitors, primary screen, biochemical, epi absorbance, recombinant enzyme; Tyrosyl-DNA phosphodiesterase 2 (Homo sapiens), O95551; T5PNP hydrolysis, p-nitrophenol absorbance 415 nm; inhibition, % at 12.8 µM; 370,000 compounds, 0.34% hits; AID 720702, 2013;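 active means inhibition above the mean of all tested compounds plus 3 SD, set per campaign, cut at about 25% in these data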;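 further: 0% = DMSO with enzyme and 100% = buffer with substrate but no TDP2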
Target sequence (O95551 whole entry, looked up): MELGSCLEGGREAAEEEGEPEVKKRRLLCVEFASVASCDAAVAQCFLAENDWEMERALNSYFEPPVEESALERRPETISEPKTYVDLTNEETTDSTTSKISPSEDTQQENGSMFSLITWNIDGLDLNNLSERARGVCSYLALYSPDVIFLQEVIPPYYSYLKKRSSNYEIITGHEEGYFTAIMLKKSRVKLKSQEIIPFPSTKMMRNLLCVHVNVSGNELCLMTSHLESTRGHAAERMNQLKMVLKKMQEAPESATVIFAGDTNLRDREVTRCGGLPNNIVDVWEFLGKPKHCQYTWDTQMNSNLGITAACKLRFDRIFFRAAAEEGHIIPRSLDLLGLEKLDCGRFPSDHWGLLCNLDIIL
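test system = human TDP2 enzyme | input = TDP2 enzyme at 120 nM final | medium = 50 mM Tris-HCl pH 7.5 with Mg2+, KCl, DTT, BSA | also added = T5PNP substrate, 5 mM | times = 2 h at 37 °C | technique = epi absorbance | benchmarks = high control without enzyme, low control DMSO plus TDP2 | replication = each compound tested once, singlicate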
MBD2 DNA inh: inhibitors of MBD2 binding to methylated DNA, primary screen, biochemical, TR-FRET, DNA-binding domain, human; Methyl-CpG-binding domain protein 2 (Homo sapiens), Q9UBB5; MBD2 binding to methylated oligonucleotide; inhibition, % at 4.4 µM; 370,000 compounds, 0.31% hits; in the data active means inhibition above about 13%
ABHD4 inh: ABHD4 inhibitors, primary screen, biochemical, fluorescence polarization, mouse. purified mABHD4, FP-Rh probe fluorescence polarization. inhibition, % at 8.92 µM. 370,000 compounds, 0.54% hits;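 active means inhibition exceeding the mean over every tested compound plus 3 SD, cut at about 30% in these data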;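 further: 0% = plate median of compound wells and 100% = S159A mutant with DMSO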
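system = mouse ABHD4 enzyme, wild type | medium = HEPES pH 7.0, NaCl, Pluronic buffer | also added = FP-Rh probe | incubation = Enzyme–compound pre-incubation 45 min, then probe 60 min, both 25 °C | technique = fluorescence polarization, excitation 525 nm, emission 598 nm, BODIPY TMR filters | controls = S159A mutant high control, sample median low control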
LEDGF integ inh: blockers of LEDGF/p75-dependent integrase strand transfer – biochemical, TR-FRET, high throughput, primary screen. inhibition, % at 3.7 µM. 370,000 compounds, 0.64% hits. TR-FRET IN-LEDGF/p75 DNA integration, Eu/Cy5. HIV-1 integrase (with human LEDGF/p75);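 active means inhibition above the screen-wide mean plus 3 SD, cut at about 13% in these data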;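 further: signal is the Cy5 over europium emission ratio at 671 and 618 nm; 0% = plate median of compound wells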
* = called active by the depositor; . = not tested or not shown.

Second line of a record – MBD2 DNA inh	PRMT1 FP inh	ABHD4 inh	TDP2 inh	TCR-CD3 inh	rCAG RNA binder	NPR2 activator	HTRA1 inh	LEDGF integ inh	SIAE primary
> Cc1onc(-c2ccccc2)c1C(=O)N/N=C/c1cc(Br)c(O)c(Br)c1
 : -3	0	12	7	7	4	-2	3	6	10
> O=C(c1c(Cl)cccc1Cl)N1CCN(c2ccccn2)CC1
 : 3	0	3	5	5	-2	0	3	-3	5
> COCCNC(=O)/C(C#N)=C/C=C/c1ccccc1[N+](=O)[O-]
 : -3	-3	-11	11	6	0	-6	3	0	1
> CCc1ccc(C2=Nn3c(nnc3-c3cccs3)SC2)cc1
 : -4	-6	-22	7	5	4	4	-35	1	0
> CCc1cccc(OCC(=O)Nc2ccc(C(=O)O)cc2NC(=O)COc2cccc(CC)c2)c1
 : -1	1	-34	-7	14	78*	3	-33	0	-19
> CCn1nc(C(=O)OCC(=O)Nc2nc(-c3ccc(OC)cc3)cs2)c2ccccc2c1=O
 : -1	2	-1	-3	0	8	2	-5	-1	2
> O=C(COc1cccc2ccccc12)N/N=C/c1ccc(Sc2nc3ccccc3s2)o1
 : -3	-2	-9	3	4	5	-4	-25	-1	-22
> COc1ccc(CCNC(=O)C(=O)NCc2ccc(C(C)C)cc2)cc1OC
 : 5	3	3	4	0	-3	5	-1	-1	-2
> O=C(Nc1ccc(OCc2ccccc2)cc1)c1cccs1
 : 2	-2	-6	9	-3	1	-1	-10	1	-1
> O=C(CSc1nnnn1-c1ccc2c(c1)OCCO2)OC1CCCCC1
 : -7	-3	2	4	6	-6	2	-3	6	0
> CC1(C)CC(=O)C(C=NCCN2CCN(C3CC(=O)N(c4cccc(Br)c4)C3=O)CC2)=C(O)C1 (centres undefined)
 : -2	14	-1	-10	-4	-4	1	-1	-7	2
> Cc1ccc(S(=O)(=O)NN=Cc2ccc(N3CCOCC3)cc2)cc1[N+](=O)[O-]
 : -3	-14	7	7	18	5	-1	1	-2	4
> Cc1ccc(C(=O)N2CCN(C34CC5CC(CC(C5)C3)C4)CC2)o1
 : 2	7	-3	-20	3	-7	0	-6	-6	-4
> Cn1c(=O)c(-c2ccccc2)c(O)c2ccccc21
 : 4	-2	3	-6	-3	-1	3	0	2	-6
> CC1CCCCN1S(=O)(=O)c1cccc(S(=O)(=O)N2CCOCC2)c1 (centres undefined)
 : -6	-3	5	7	5	3	3	0	1	2

9 consecutive entries from above, quoted:
Second line of a record – MBD2 DNA inh	PRMT1 FP inh	ABHD4 inh	TDP2 inh	TCR-CD3 inh	rCAG RNA binder	NPR2 activator	HTRA1 inh	LEDGF integ inh	SIAE primary
> Cc1onc(-c2ccccc2)c1C(=O)N/N=C/c1cc(Br)c(O)c(Br)c1
 : -3	0	12	7	7	4	-2	3	6	10
> O=C(c1c(Cl)cccc1Cl)N1CCN(c2ccccn2)CC1
 : 3	0	3	5	5	-2	0	3	-3	5
> COCCNC(=O)/C(C#N)=C/C=C/c1ccccc1[N+](=O)[O-]
 : -3	-3	-11	11	6	0	-6	3	0	1
> CCc1ccc(C2=Nn3c(nnc3-c3cccs3)SC2)cc1
 : -4	-6	-22	7	5	4	4	-35	1	0
> CCc1cccc(OCC(=O)Nc2ccc(C(=O)O)cc2NC(=O)COc2cccc(CC)c2)c1
 : -1	1	-34	-7	14	78*	3	-33	0	-19
> CCn1nc(C(=O)OCC(=O)Nc2nc(-c3ccc(OC)cc3)cs2)c2ccccc2c1=O
 : -1	2	-1	-3	0	8	2	-5	-1	2
> O=C(COc1cccc2ccccc12)N/N=C/c1ccc(Sc2nc3ccccc3s2)o1
 : -3	-2	-9	3	4	5	-4	-25	-1	-22
> COc1ccc(CCNC(=O)C(=O)NCc2ccc(C(C)C)cc2)cc1OC
 : 5	3	3	4	0	-3	5	-1	-1	-2
> O=C(Nc1ccc(OCc2ccccc2)cc1)c1cccs1
 : 2	-2	-6	9	-3	1	-1	-10	1	-1

Next section
Second line of a record – MBD2 DNA inh	PRMT1 FP inh	ABHD4 inh	TDP2 inh	TCR-CD3 inh	rCAG RNA binder	NPR2 activator	HTRA1 inh	LEDGF integ inh	SIAE primary
> CCc1nnc(NS(=O)(=O)c2ccc(NCc3cc(Cl)ccc3O)cc2)s1
 : 5	3	-22	10	-3	65*	6	-22	-4	0
> Cc1ccc(Cl)cc1NC(=O)CC1NC2CCCCC2NC1=O (centres undefined)
 : -2	0	4	13	2	-2	2	-10	-2	-5
> COc1cccc(CCNC(=O)c2ccc(C#N)cc2)c1
 : 5	-1	1	0	-6	1	-3	1	1	3
> O=C(CSCCO)Nc1cccc([N+](=O)[O-])c1
 : 2	-2	-2	6	-5	-1	3	0	2	0
> Nc1nc(-c2ccc(Cl)cc2)nn1C(=O)c1cccnc1
 : -9	-3	6	3	2	0	-7	6	7	6
> O=C(COc1ccccc1)NCC(c1ccco1)N1CCN(c2ccccc2F)CC1 (centres undefined)
 : 2	1	-3	-5	-3	-13	7	-7	-1	-3
> COc1cccc(OC)c1C(=O)OCC(=O)NC1CCCCCC1
 : -1	1	6	2	-4	1	4	-6	3	0
> OC(CN1CCN(c2cccc(Cl)c2)CC1)C(c1ccccc1)c1ccccc1 (centres undefined)
 : -4	-2	-7	-2	5	1	0	-14	-3	2
> COc1ccc(OC)c(C(O)c2ncc(-c3cccc4ccccc34)[nH]2)c1 (centres undefined)
 : -1	-2	-4	2	5	32	-3	.	2	6
> CC(C)=CCSc1nnc([C@@H](NC(=O)OC(C)(C)C)C(C)C)o1
 : -1	1	1	1	5	-4	5	-7	4	5
> CCOC(=O)CC(=O)Nc1cc(Cl)ccc1O
 : 4	1	7	-2	1	-1	-2	5	2	3
> CSc1nc(SCC(N)=O)c2c3c(sc2n1)CN(C)CC3
 : 9	10	-7	2	-11	12	-6	11	5	-9
> O=C(Cn1cnc2c(nnn2Cc2ccc(Cl)cc2)c1=O)OCc1ccccc1
 : -4	2	5	6	6	-1	12	-4	1	6
> CC1CCN(C(=O)CN(Cc2ccccc2)S(C)(=O)=O)CC1
 : -1	0	-4	17	3	-4	-3	2	2	4
> COc1ccc(C)cc1NC(=O)c1nn(C)c(C(=O)Nc2cc(C)ccc2OC)c1[N+](=O)[O-]
 : 5	4	0	0	-4	4	3	-23	-4	-7

(continued)
Second line of a record – MBD2 DNA inh	PRMT1 FP inh	ABHD4 inh	TDP2 inh	TCR-CD3 inh	rCAG RNA binder	NPR2 activator	HTRA1 inh	LEDGF integ inh	SIAE primary
> Cc1ccc(Oc2ccc(S(=O)(=O)N3CCOCC3)cc2C(N)=O)c(-n2nc3ccccc3n2)c1
 : 0	-3	0	3	-1	-3	0	-2	-2	-1
> COc1ccc(SC[C@H](C)CN2CC[C@H](C)CCC2=O)cc1
 : 0	1	3	1	7	-11	-2	-3	0	0
> Fc1cccc(CSc2nc3ncc(Cl)cc3[nH]2)c1
 : 3	3	-6	3	-4	1	-9	.	1	-1
> COc1ccccc1-n1cnc2cc(NS(=O)(=O)c3ccccc3)ccc21
 : -2	3	-15	-15	-2	0	-2	-7	0	2
> CCn1c(NCc2cccc(OC)c2OC)nc2ccccc21
 : -4	0	4	6	-6	0	-1	-8	2	4
> CC1(C(=O)NC(=S)N(CCC#N)c2ccccc2)CC1(Cl)Cl (centres undefined)
 : 3	2	7	4	1	2	5	4	1	-5
> CC(=O)C1=C(C)Nc2ncnn2C1c1ccc(Br)cc1 (centres undefined)
 : -2	0	-1	2	-2	0	6	-5	3	4
> COc1ccc(CN2CCSCC2)c(C)c1C
 : 5	3	8	2	-4	-8	0	-4	-4	5
> CCOc1ccc(-n2c(SCC(=O)Nc3ccc4cn[nH]c4c3)nnc2-c2ccncc2)cc1
 : -4	-4	3	-1	.	3	-3	.	2	1
> N#Cc1c(-c2ccncc2)cc(-c2ccc(F)cc2)nc1N
 : 4	1	7	-8	-1	5	5	5	-2	-15
> Oc1ccc(-c2nc3ccccc3s2)cc1
 : -2	-1	-10	18	3	2	-4	-4	-3	5
> COC(=O)[C@@]1(C)[C@H]2C(=O)N(C)C(=O)[C@H]2[C@H]2CN=C(SCC(=O)c3ccccc3)N21
 : 3	76*	3	-12	-2	4	2	10	1	-2
> CCC(=O)N1CCC(c2ccc(OC)cc2)=N1
 : 2	-8	2	3	0	0	5	-4	1	1
> O=C(Nc1ccc2c(c1)Cc1ccccc1-2)NC1CCCCN(Cc2ccc(Cl)cc2)C1=O (centres undefined)
 : 9	3	-5	-3	.	13	1	.	-4	-3
> C[C@@H]1CN([C@H](C)CO)S(=O)(=O)c2ccc(C#CCN(C)C)cc2O[C@@H]1CN(C)Cc1ccccc1F
 : -2	-5	3	-4	2	3	3	-9	4	-4
> O=C(CC(c1ccccc1)c1ccccc1O)NCc1ccccc1Cl (centres undefined)
 : -5	-2	-26	-13	1	2	-2	-25	2	0

These rows are one share of the data; the hit share may differ from the screen's.
